Screens (PubChem)
HepG2 tox = counter-screen for TGF-b inhibitors: cytotoxicity in HepG2 cells; HepG2 CAGA-GFP viability, ATP luminescence, 18 h; Potency, µM (doses to about 46.1 µM), for inactives: at the highest dose activity change, negative = cytotoxicity, usual class: cytotoxic; 410,000 compounds, 0.76% hits; also: potency is read from the fitted curve at half-maximal effect; some results filed as inactive show a strong effect at the top dose
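CellTiter-Glo luminescence gave cytotoxicity after 18 hours at 37 degrees C. The cells were HepG2 CAGA-GFP in 1% FBS DMEM, stimulated with 500 pg/mL TGF-beta after compound addition. %Activity was normalised to no-cell wells (complete cell-killing) and DMSO (no toxicity), and curves were fitted and classified.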
CCT modulator = modulators of cytosolic chaperonin (CCT/TRiC) activity; purified chaperonin ATPase assay, HTRF ADP detection, 30 min; activity change, % (test concentration not listed), hits read low; 360,000 compounds, 0.3% hits; AID 651819; in the data active = activity change below about -30%; also: % is scaled to controls: 0 for no effect and ±100 for the full control effect
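TRiC at 40 or 20 nM final (batch-dependent) in 30 mM Tris pH 7.4, 100 mM KCl, 5 mM MgCl2, 1 mM DTT, with compound at single 76 uM and 10 uM ATP, 30 min at 37 deg C. ADP detected by HTRF Transcreener, 665/615 ratio.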
Nrf2 block = Nrf2 pathway inhibition; A549 ARE-Fluc reporter, luciferase luminescence, 18-24 h; Potency, µM (series often up to 46 µM), inactives show at the top dose activity change, negative = inhibition, most hits filed as inhibitors; 360,000 compounds, 2.1% hits; AID 504444; also: potency is read from the fitted curve at half-maximal effect; % is scaled to controls: 0 for no effect and ±100 for the full control effect; nearly all actives have a fitted effect of over 60% in size
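A549 ARE_Fluc cells (5000/well, 5% FBS OPTI-MEM) pre-incubated 2 h, then treated with compounds 18-24 h at 37C/5% CO2 in concentration-response. CellTiter-Fluor viability read first; BugLite luciferase luminescence after 15 min at room temperature gives Nrf2 activity.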
TGFb SMAD3 inh = inhibitors of TGF-b signaling. HepG2 CAGA-GFP TGF-b/SMAD3 reporter, GFP fluorescence, 18 h; TGF-beta stimulated, 500 pg/mL final. Potency, µM (series often up to 46.1 µM), for the others: at the top dose activity, negative = inhibition, usual class: inhibitors. 410,000 compounds, 1.2% hits; also: potency is read from the fitted curve at half-maximal effect; % is scaled to controls: 0 for no effect and ±100 for the full control effect; nearly all actives have a fitted effect of over 65% in size
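Inhibition was scored as loss of TGF-beta-induced (500 pg/mL final, 18 hours, 37 degrees C) GFP in HEPG2 cells carrying a CAGA-GFP reporter, in DMEM with 1% FBS. Well GFP was summed per cell; Activity was normalised to unstimulated and stimulated DMSO wells, then concentration-response fitting.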
S2 tox = cell viability loss in ATXN counter-screen. 400,000 compounds, 0.49% hits. Potency, µM (highest dose often 56.7 µM), actives largely listed as cytotoxic. S2 cells (HEK-293 line with an ATXN2-luciferase reporter) viability, CellTiter-Fluor protease fluorescence, 24 h. AID 651635; also: potency is read from the fitted curve at half-maximal effect; nearly all actives have a fitted effect of over 40% in size
A549 tox = counter-screen for Nrf2 inhibitors: cytotoxicity in A549 cells; Potency, µM (titrated, usually from 46 µM), inactives show at the top dose activity change, negative = cytotoxicity, usual class: inhibitors; 390,000 compounds, 0.16% hits; A549 ARE-Fluc cells, CellTiter-Fluor viability, 18-24 h; also: potency is read from the fitted curve at half-maximal effect; % is scaled to controls: 0 for no effect and ±100 for the full control effect
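A549 ARE_Fluc cells in 5% FBS OPTI-MEM were exposed to compounds in concentration-response for 18-24 h at 37 deg C. Viability was read by CellTiter-Fluor fluorescence (Ex 405/Em 525) after 30 min, before the luciferase read.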
MmCpn inh = inhibitors of Methanococcus maripaludis chaperonin (MmCpn); purified Mm-Cpn ATPase, ADP Transcreener TR-FRET; Potency, µM (titrated, usually from 76.9 µM), without a hit: at the top dose activity, negative = inhibition, hits mostly inhibitors; AID 504842; 330,000 compounds, 0.031% hits; also: potency is read from the fitted curve at half-maximal effect; % is scaled to controls: 0 for no effect and ±100 for the full control effect; nearly all actives have a fitted effect of over 80% in size
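Compound-treated chaperonin, 25 nM final, turns over 10 uM ATP at 37°C for 30 min following a 10 min preincubation; ADP generated competes with ADP-d2 for Eu-cryptate antibody, lowering FRET.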
Nrf2 ARE act = activators of Nrf2 (ARE) signaling; 410,000 compounds, 0.31% hits; Potency, µM (titrated, usually from 46.1 µM), without a hit: at the top dose activation, usual class: activators; AREc32 ARE-luciferase reporter (MCF7-derived line), luminescence, 24 h; also: potency is read from the fitted curve at half-maximal effect; % of control where 0% means no effect; nearly all actives have a fitted effect of over 65% in size
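For detection, Steady-Glo was added and plates sat 30 min at RT; before that, AREc32_Fluc cells grown overnight in OPTI-MEM/5% FBS had been treated with 23 nL compound for 24 hr at 37 deg C.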
pAkt inh = blocks phosphorylation of Akt | Neuro2A IGF-stimulated pAkt S473 HTRF, 20 min; active compounds read low | activity change, % for hits at 50 µM | 360,000 compounds, 0.32% hits; in the data active = activity change below about -80%; inconclusive = mostly about -51% to -80%; also: % is scaled to controls: 0 for no effect and ±100 for the full control effect
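Single-point screen (50 µM final compound) in Neuro2A cells stimulated 20 min with 6 nM IGF at 37 deg C. After lysis, Ser473-phosphorylated Akt read by HTRF (ex 330 nm, em 615/665 nm) as the 665/615 ratio.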
Numbers without * were called inactive; i = inactive; ? = inconclusive; / = no result given; [ ] = dose if it differs, or a comment. Unless noted, calls follow the shape of the dose curve; as a rule, active = well fitted curve in the direction sought with a large enough effect; inconclusive = small, poorly fitted or top-dose-only effect, or another doubt; inactive = no such curve, though single readings can be large; an effect the other way counts as inactive or inconclusive.

SMILES | HepG2 tox | CCT modulator | Nrf2 block | TGFb SMAD3 inh | S2 tox | A549 tox | MmCpn inh | Nrf2 ARE act | pAkt inh
CCc1ccccc1NC(=O)c1cc(S(=O)(=O)NC2CCCC2)ccc1F | -19% | / | / | -15% | i | 11% | / | 6.3% | /
Cn1c(=O)oc2cc(S(=O)(=O)N3CCC(C(=O)N4CCN(c5ccc(Cl)cc5)CC4)CC3)ccc21 | -7% | / | 18µM* | -27% | i | 3% | / | -0.2% | /
COc1cccc(-c2c(C(=O)N/N=C(\C)c3ccco3)nnn2-c2nonc2N)c1 | -25% | -2.3 | 2% | ? | i | 6% | 0% | 15% | i
Cc1ccc(N(CC(=O)NCCSCc2ccco2)S(C)(=O)=O)cc1 | -18% | -1.8 | -1% | -6% | i | 1% | -1% | -0.4% | i
O=C(NCc1ccco1)C(=O)NCC1OCCCN1S(=O)(=O)c1ccc(F)cc1 (stereo unspecified) | -5% | -2.4 | 10% | 3% | i | 0% | 2% | -0.1% | i
Cc1ccc(S(=O)(=O)N2CCc3cc(C(=O)Nc4ccc(C)c(C)c4)ccc32)cc1 | 4% | / | 1% | -6% | ? | -5% | / | 3.0% | /
O=C(O)CSc1nnc(-c2cccc(S(=O)(=O)N3CCOCC3)c2)n1-c1ccc(F)cc1 | -6% | 2.3 | ? | 1% | / | -1% | -1% | -0.6% | i
CCc1nc2ccc(C(=O)NCc3cccs3)cn2c1N(CCC(C)C)CCN(C)C | -28% | 0.7 | / | 10% | i | / | / | -0.5%[9.22 µM] | i
Cc1ccc(C)c(S(=O)(=O)N2CCN(C(=O)CCC(=O)c3cc(C)sc3C)CC2)c1 | -5% | 3.1 | -4% | -7% | ? | 0% | -3% | 2.2% | i
O=Nc1c(-c2ccccc2)cc2ccccn12 | 6% | -0.9 | ? | ? | ? | -16% | -15% | ? | i
COc1cc(OC)cc(C(=O)OCC(=O)NC(C)CCc2ccccc2)c1 (stereo unspecified) | 2% | -3.4 | 2% | 21% | i | 6% | 0% | -0.2% | i
COc1ccc2oc(=O)c(C(=O)NCc3ccc(C)cc3)cc2c1 | -1% | 0.0 | 0% | -2% | i | -6% | 0% | 0.0% | i
Cc1cccc(C(=O)NC(=S)Nc2ccc(S(=O)(=O)N3CCCCC3)cc2)c1 | -1% | -0.2 | ? | 5% | i | -14% | -3% | 2.3% | i
O=C(Nc1cccc(C(=O)N2CCCC2)c1)c1ccccc1 | 15% | 0.2 | 7% | -32% | i | -1% | -1% | 0.3% | i
COc1ccc(C2CC(c3ccccc3)=NN2C(=O)COC(=O)CNC(=O)c2ccccc2)cc1 (stereo unspecified) | -18% | -0.7 | 7% | -21% | i | -1% | -1% | -0.6% | i
CCO[C@H]1OC(C(=O)N2CCOCC2)=C[C@@H](C)[C@@H]1CCCO | -19% | -1.2 | 21% | -5% | i | -2% | / | 1.6% | i
Cc1ccc2c(c1)nnn2C1CCN(CC(=O)NCc2ccccc2F)CC1 | 17% | -1.1 | -14% | -2% | i | -1% | 0% | -0.2% | i
Cc1ccc(C)c(N2CCN(S(=O)(=O)c3cc4c(cc3Cl)NC(=O)CO4)CC2)c1 | -3% | -0.1 | -2% | 1% | i | 11% | -1% | -0.4% | i
CC(NC(=O)COC(=O)CCc1ccccc1)c1ccccc1 (stereo unspecified) | 3% | -3.1 | ? | -1% | i | 23µM* | 2% | 0.5% | i
Cc1nc(C(=O)NC2CC2)sc1C1(C)CC(c2cccc([N+](=O)[O-])c2)=NO1 (stereo unspecified) | 5% | -1.2 | -10% | -8% | i | -4% | -1% | 0.7% | i
CC(c1ccccc1)N1C(=O)OC(C)(C)C1(C)O (stereo unspecified) | -1% | -5.9 | 24% | 3% | i | 0% | 2% | -0.6% | i
COCc1nnc(NC(=O)c2ccccc2Oc2ccccc2)s1 | -8% | -0.9 | 0% | 1% | i | 10% | 0% | 1.4% | i
COc1cccc(CNC(=O)Cc2ccc(NC(=O)N3CCSc4ncccc43)cc2)c1OC | -4% | / | -22% | 0% | / | 10% | / | -1.4% | /
CCCCCC(=O)NNC(=O)c1ccc(-c2ccccc2)cc1 | 1% | 2.4 | 7% | 4% | i | 0% | 1% | -0.3% | i

Compounds from the list above that contain a Cl atom:
SMILES | HepG2 tox | CCT modulator | Nrf2 block | TGFb SMAD3 inh | S2 tox | A549 tox | MmCpn inh | Nrf2 ARE act | pAkt inh
Cn1c(=O)oc2cc(S(=O)(=O)N3CCC(C(=O)N4CCN(c5ccc(Cl)cc5)CC4)CC3)ccc21 | -7% | / | 18µM* | -27% | i | 3% | / | -0.2% | /
Cc1ccc(C)c(N2CCN(S(=O)(=O)c3cc4c(cc3Cl)NC(=O)CO4)CC2)c1 | -3% | -0.1 | -2% | 1% | i | 11% | -1% | -0.4% | i

Gathered by group: the compounds so far with a thiophene ring, fused or not
SMILES | HepG2 tox | CCT modulator | Nrf2 block | TGFb SMAD3 inh | S2 tox | A549 tox | MmCpn inh | Nrf2 ARE act | pAkt inh
CCc1nc2ccc(C(=O)NCc3cccs3)cn2c1N(CCC(C)C)CCN(C)C | -28% | 0.7 | / | 10% | i | / | / | -0.5%[9.22 µM] | i
Cc1ccc(C)c(S(=O)(=O)N2CCN(C(=O)CCC(=O)c3cc(C)sc3C)CC2)c1 | -5% | 3.1 | -4% | -7% | ? | 0% | -3% | 2.2% | i

Carrying on.
SMILES | HepG2 tox | CCT modulator | Nrf2 block | TGFb SMAD3 inh | S2 tox | A549 tox | MmCpn inh | Nrf2 ARE act | pAkt inh
COc1ccc(CNC(=O)CN(CCC(C)C)S(=O)(=O)c2ccc3c(c2)OCCO3)cc1 | 1% | 0.1 | -8% | -13% | i | -14% | -2% | 0.4% | i
Cc1ccc(NC(=O)c2sc3ncn(Cc4cccc(F)c4)c(=O)c3c2C)c(Br)c1 | -21% | / | / | -2% | i | -1% | / | 0.4% | /
O=C(O)/C=C/c1ccc(OCc2cccc(F)c2)cc1 | -25% | -7.0 | 2% | -8% | i | 0% | 0% | -1.6% | i
CCC[C@H]1COCCS(=O)(=O)N1Cc1ccccc1F | -6% | -1.1 | -5% | -3% | i | -7% | -2% | 0.6% | i
CC(C)(C)c1ccc(C2C(C(=O)c3ccco3)=C(O)C(=O)N2CC2CCCO2)cc1 (stereo unspecified) | 11% | 0.8 | ? | -3% | i | -7% | -1% | -0.4% | i
CC(CNc1ccc([N+](=O)[O-])cc1)NC(=O)c1ccccc1Br (stereo unspecified) | -1% | -6.4 | -2% | 0% | ? | -19% | 1% | -0.4% | i
O=C(O)CCc1ccc(-c2cccs2)n1NC(=O)c1ccc(Cl)cc1Cl | -61% | -1.4 | -10% | -3% | i | 4% | 0% | -0.4% | i
COc1ccc(N2CCN(C3CCCN(C(=O)CSC)C3)CC2)cc1 (stereo unspecified) | -23% | -1.4 | 4% | 1% | i | 9% | -19% | 0.7% | i
CC1=CC(C)(C)N2C(=O)C3(C(C#N)=C(N)Oc4cc(O)ccc43)c3cccc1c32 (stereo unspecified) | -38% | -12 | -22% | ? | i | -14% | 0% | 2.4% | i
O=C(/C=C/[C@H]1O[C@@H](n2cnc3c(NC(=O)c4ccccc4)ncnc32)[C@H](O)[C@@H]1O)NCc1ccco1 | -15% | 0.2 | / | -11% | i | / | / | -1.6% | i
COC(=O)C1C2CC3c4[nH]c5cc(OC)ccc5c4CCN3CC2CC(OC(=O)CC(C)=O)C1OC (stereo unspecified) | -8% | -1.1 | 2% | 0% | i | -3% | / | 3.3% | i
CC1=C(C(=O)OCc2ccccc2)C(c2ccsc2)C(C#N)=C(N)O1 (stereo unspecified) | 9% | 2.6 | ? | -4% | i | 2% | 0% | 7.8% | i
COC(=O)c1sc2ncccc2c1OCc1cccc(Cl)c1 | 2% | 1.0 | -23% | 0% | i | / | 2% | 2.7% | i
COc1cc(/C=C/C(=O)OCC(=O)NC(=O)NC(C)C)ccc1OCC#N | 5% | -1.9 | -14% | -1% | i | 0% | -3% | 3.1% | i
Cn1nnc2c(N3CCN(c4ccc(F)cc4)CC3)ncnc21 | -1% | / | / | 13% | / | -15% | / | 0.7% | /
CCOC(=O)c1[nH]c(C)c(C(=O)OCCN2C(=O)c3ccccc3C2=O)c1C | -31% | -5.9 | -23% | -8% | ? | -7% | 1% | -0.4% | i
C[C@H](CO)N1C[C@H](C)[C@@H](CN(C)C(=O)c2ccc3ccn(C)c3c2)OCc2cnnn2CCCC1=O | -1% | 0.5 | / | 15% | i | / | / | 0.3% | i
CN/C=C1\C(=O)C(C)(C)Oc2ccc3ccc(=O)oc3c21 | -4% | -1.5 | / | -6% | ? | 0% | 0% | -0.5% | -93%*
Cc1nc(NCCc2ccccc2)c(C#N)c(C)c1[N+](=O)[O-] | 8% | -2.5 | -9% | 0% | i | 1% | 3% | 3.7% | i
C/C(=N\NC(=O)Nc1ccccc1)c1ccc2ccccc2c1 | 3% | -5.9 | -23% | 17% | i | -3% | 0% | 7.9% | i
CC(Oc1ccc2c(c1)c1ccnc3c4ccccc4c(=O)n2c13)C(=O)NCCN1CCOCC1 (stereo unspecified) | 11µM* | -1.9 | ? | 0% | i | ? | 0% | 5.0% | i
Cc1cc(C)cc(OCC(=O)N2CCN(c3ncccn3)CC2)c1 | -26% | 0.2 | 2% | 0% | i | 2% | 0% | -0.1% | i
O=C(CN1CCCCCC1)N/N=C/c1ccc2ccccc2c1 | -24% | -0.2 | 18% | 9% | i | 11% | -6% | 3.7% | i
CC(=O)C1=C(O)C(=O)N(Cc2ccco2)C1c1ccccc1 (stereo unspecified) | -2% | -1.9 | 0% | 0% | i | -13% | 1% | 0.3% | i
